HKDC1 inh: inhibitors of human hexokinase HKDC1; Q2TB90; recombinant HKDC1, G6PDH/diaphorase resazurin coupled fluorescence; inhibition, % at 20 µM; hit rate 0.16% among 340,000; AID 493160;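 active = inhibition above about 35% when tested at 20 µM, limit read from the data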;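 also: plate controls were DMSO wells with enzyme for no effect and DMSO wells lacking enzyme for full effect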
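Test system: recombinant HKDC1 (HK5) hexokinase enzyme, produced in-house / Doses: 20 µM test compound, 1% DMSO / Timing: 90 min, room temperature / Detection: G6PDH/diaphorase-coupled fluorescence, 1 mM NADP, 100 µM resazurin, 525/613 nm / Control set: DMSO wells with and without enzyme mix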
SENP7 inh: SENP7 protease inhibition; inhibition, % at 5 µM; recombinant SENP7, Z-RLRGG-aminoluciferin luminescence, 40 min; Q9BQF6; hit rate 1.5% among 330,000;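 active = inhibition above about 50% at the single test dose, limit read from the data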;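 also: plate controls were DMSO with enzyme for no effect and no enzyme buffer wells for full effect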
Apaf1 inhib: human Apaf-1 inhibition | inhibition, % at 20 µM | AID 489030 | O14727 | hit rate 0.71% among 330,000 | reconstituted apoptosome caspase-3 activity, DEVD-Rh110 fluorescence; active = inhibition of at least 40% at 20 µM;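 also: plate controls were DMSO wells for no effect and DEVD-CHO caspase inhibitor wells for full effect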
Target sequence (O14727 whole entry, looked up): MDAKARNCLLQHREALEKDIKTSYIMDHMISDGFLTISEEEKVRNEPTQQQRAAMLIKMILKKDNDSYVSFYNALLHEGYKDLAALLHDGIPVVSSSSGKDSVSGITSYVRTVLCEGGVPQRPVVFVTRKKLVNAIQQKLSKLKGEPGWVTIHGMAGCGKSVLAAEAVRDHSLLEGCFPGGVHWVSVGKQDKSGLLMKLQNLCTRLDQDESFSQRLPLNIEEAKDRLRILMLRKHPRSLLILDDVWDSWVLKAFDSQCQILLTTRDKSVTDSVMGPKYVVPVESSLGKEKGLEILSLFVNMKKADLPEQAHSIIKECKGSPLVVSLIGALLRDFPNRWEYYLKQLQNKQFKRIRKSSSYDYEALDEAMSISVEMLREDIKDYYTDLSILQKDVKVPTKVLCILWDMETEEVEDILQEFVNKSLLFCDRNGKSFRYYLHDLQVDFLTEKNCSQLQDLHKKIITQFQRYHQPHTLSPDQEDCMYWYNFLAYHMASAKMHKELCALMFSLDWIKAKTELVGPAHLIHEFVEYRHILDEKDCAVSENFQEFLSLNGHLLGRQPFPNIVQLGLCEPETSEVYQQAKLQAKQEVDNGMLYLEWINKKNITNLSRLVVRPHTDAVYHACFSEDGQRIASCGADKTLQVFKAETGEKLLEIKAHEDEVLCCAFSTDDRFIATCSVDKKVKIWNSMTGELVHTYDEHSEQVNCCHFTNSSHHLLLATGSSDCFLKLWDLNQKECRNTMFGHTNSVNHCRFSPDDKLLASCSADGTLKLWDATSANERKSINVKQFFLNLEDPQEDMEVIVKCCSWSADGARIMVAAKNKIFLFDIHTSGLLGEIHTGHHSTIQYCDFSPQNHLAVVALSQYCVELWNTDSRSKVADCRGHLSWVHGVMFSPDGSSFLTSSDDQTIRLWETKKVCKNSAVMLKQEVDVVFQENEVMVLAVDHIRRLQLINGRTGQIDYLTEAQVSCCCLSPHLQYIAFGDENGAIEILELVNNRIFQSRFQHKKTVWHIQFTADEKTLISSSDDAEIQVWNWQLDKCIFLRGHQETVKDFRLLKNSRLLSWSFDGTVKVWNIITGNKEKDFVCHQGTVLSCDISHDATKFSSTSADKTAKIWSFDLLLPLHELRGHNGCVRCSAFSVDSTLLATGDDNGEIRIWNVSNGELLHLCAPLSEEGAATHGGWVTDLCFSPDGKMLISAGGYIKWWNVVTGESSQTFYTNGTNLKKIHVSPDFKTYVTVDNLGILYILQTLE
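System: Apoptosome proteins | Medium: Hepes pH 7.5 with detergent and BSA | Also added: Cytochrome c trigger plus (Z-DEVD)2-Rh110 caspase-3 substrate | Incubation: 30 min compound preincubation, 50 min activation, room temperature | Detection: Rhodamine 110 fluorescence at Ex 480/Em 540 nm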
SENP8 inh: blocks the human protease SENP8; Q96LD8; purified SENP8, Z-RLRGG-aminoluciferin cleavage, luminescence; inhibition, % at 10 µM; hit rate 1.2% among 330,000; AID 2540
UBC13 polyUb: blocks human UBC13 polyubiquitin chain formation; P61088; TR-FRET; inhibition, % at 20 µM; hit rate 0.47% among 330,000; AID 485273; in the data active = inhibition above about 45%, passing the limit was not always enough
Jurkat NFkB inh: lowers PMA/ionomycin-induced NF-kB signal in Jurkat cells. PMA/ionomycin-induced NF-kB luciferase reporter, luminescence. inhibition, % at 4 µM. hit rate 0.53% among 330,000. AID 435003
697 NFkB inh: lowers PMA/ionomycin-induced NF-kB signal in 697 B cells; hit rate 0.33% among 330,000; 697 B-cell NF-kB luciferase reporter, 16 h; inhibition, % at 4 µM; in the data active = inhibition above about 35%
Gli-Sufu block: blocks Gli-Sufu signaling in a luciferase reporter; inhibition, % at 5 µM; Sufu-KO-LIGHT fibroblasts, Gli luciferase reporter luminescence; hit rate 0.74% among 340,000;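 active = inhibition above about 55%, limit read from the data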;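 also: 0% = DMSO-treated cells and 100% = wells with medium but no cells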
Numbers without * were called inactive; nt = not tested or not shown. Rule as the data show it, unless noted: active = inhibition above about 50%; inactive = the rest.

item	canonical_smiles	HKDC1 inh	SENP7 inh	Apaf1 inhib	SENP8 inh	UBC13 polyUb	Jurkat NFkB inh	697 NFkB inh	Gli-Sufu block
1	CCn1c2ccc(Cl)cc2c2nc3ccccc3nc21	-1	6	10	-1	44	-11	-16	5
2	Cc1ccc(NC(=O)CC2SC(=NCC3CCCO3)NC2=O)cc1Cl (configuration not stated)	-1	-5	13	-4	-3	-7	-2	-6
3	NC(=O)CN1CCOCCOCCN(CC(N)=O)CCOCCOCC1	1	2	-8	4	6	3	19	17
4	Cc1ccc2[nH]c(CN3CCC(CO)(CC4CCCCO4)CC3)c(C)c2c1 (configuration not stated)	-11	7	10	-3	18	4	3	26
5	Cc1cccc(NC(=O)C2c3ccccc3Oc3ccccc32)n1	-5	-2	4	-2	-5	-15	-3	34
6	CCc1c(C)sc(NC(=O)OC)c1C(=O)N1CCCCC1	-9	-1	-11	0	9	4	24	9
7	COc1ccc2sc(N(CCCN(C)C)C(=O)c3ccc(S(=O)(=O)N4CCCC4)cc3)nc2c1	-2	-4	3	-5	1	-34	-7	19
8	O=C(O)c1ccccc1NC(=O)C1CCN(S(=O)(=O)c2cccc3nsnc23)CC1	-5	-1	-1	-7	-2	13	8	-9
9	CC1(C)OC(c2ccccc2)=C/C(=C\C=N\NC(=O)c2ccncc2)O1	-10	-11	0	-5	-44	17	-2	2
10	COc1ccc(CN(C)C(=O)CCN=C2NS(=O)(=O)c3ccccc32)c(OC)c1	-5	1	7	1	-1	-3	2	-3
11	CCOc1ccc(CO[C@@H]2O[C@H](CO)[C@@H](O)[C@H](O)[C@H]2NC(C)=O)cc1OC	-7	-6	3	-4	0	-11	-9	3
12	CCC(C)N(C(=O)COC(=O)c1cn(CC)c2nc(C)ccc2c1=O)C1CCS(=O)(=O)C1 (configuration not stated)	-4	-3	-4	-1	-2	5	5	5
13	Cc1ccc(CNC(=O)c2cc(S(=O)(=O)N3CCCC3)cn2C)cc1	-6	-3	8	-2	-13	1	5	0
14	O=C(Nc1ccc(-c2n[nH]c(=S)o2)cc1)c1ccccc1	1	20	7	33	3	-20	-2	0
15	NCCc1ccn[nH]1	0	3	-1	-3	2	-3	10	-23
16	CCOc1ccccc1CNC(=O)Cn1ccc2cc(S(=O)(=O)N3CCC(C)CC3)ccc21	6	1	14	-2	2	5	-7	17
17	C=CC[C@@H](CC(=O)N(CCO)Cc1ccccc1)C(=O)NCCOC(=O)[C@H](CC=C)CC(=O)OC(C)(C)C	0	0	16	1	5	-3	5	-7
18	Cc1cccc(C(=O)NCC(=O)OC(C)C(=O)Nc2ccc(Cl)cn2)c1 (configuration not stated)	0	3	5	6	4	4	13	-11
19	O=C(Nc1ccc2c(c1)CCCN2C(=O)c1ccccc1)c1ccccc1	2	83*	11	78*	2	-24	-35	-38
20	COc1ccc(N2CCN(C(=O)CS(=O)Cc3nc(-c4ccc(OC)c(OC)c4)oc3C)CC2)cc1 (configuration not stated)	-1	-1	-4	-2	5	7	20	-9
21	CCCN1C(=O)c2ccc(C(=O)NC3=NCCS3)cc2C1=O	-7	0	0	-15	-13	3	0	7
22	CCOC(=O)c1[nH]c(C)c(C(=O)N2CCOCC2)c1C	-7	7	-12	5	0	-6	1	1
23	O=C(CCNS(=O)(=O)c1cccs1)NCc1cccs1	-1	2	-4	-4	3	14	4	2
24	Cc1ccc(NC(=O)c2sccc2C)cc1[N+](=O)[O-]	3	84*	0	3	7	-69	-59	-30
25	CC(C)N(C(=O)Cn1c(SCC(=O)NCc2ccc3c(c2)OCO3)nc2ccccc21)C(C)C	-13	-15	6	-9	-4	-6	-8	-1
26	CCN(CC)C(=O)[C@H]1C[C@H](CC(=O)NCCc2ccccn2)C(=O)N2CCc3c([nH]c4cc(-c5ccco5)ccc34)[C@]12C	2	-4	20	nt	nt	nt	-7	-2
27	CCOC(=O)C(O)(NC(=O)c1cccnc1)C(F)(F)F (configuration not stated)	-6	1	-3	-7	-2	4	-56	10
28	O=C(NCc1cc(C(F)(F)F)cc(C(F)(F)F)c1)C1CC(c2cccc([N+](=O)[O-])c2)=NO1 (configuration not stated)	1	5	8	-11	-2	18	3	2
29	CC(OC(=O)CNS(=O)(=O)/C=C/c1ccccc1)C(=O)Nc1ccc(S(=O)(=O)N2CCCC2)cc1 (configuration not stated)	-1	5	1	-1	3	2	-6	-10
30	O=C(Nc1ncn[nH]1)c1cccc(S(=O)(=O)N2CCOCC2)c1	-8	9	-2	0	3	-20	5	-4
31	Cc1cc(C)n(C(=O)c2cccc(S(=O)(=O)N3CCOCC3)c2)n1	-1	7	2	7	0	2	14	7
32	c1ccc(-c2nnc3n2N=C(c2ccc4c(c2)OCO4)CS3)nc1	-2	8	5	-5	-21	-6	3	-32

8 of the compounds above, with one line to a screen:
22. CCOC(=O)c1[nH]c(C)c(C(=O)N2CCOCC2)c1C
23. O=C(CCNS(=O)(=O)c1cccs1)NCc1cccs1
24. Cc1ccc(NC(=O)c2sccc2C)cc1[N+](=O)[O-]
25. CC(C)N(C(=O)Cn1c(SCC(=O)NCc2ccc3c(c2)OCO3)nc2ccccc21)C(C)C
26. CCN(CC)C(=O)[C@H]1C[C@H](CC(=O)NCCc2ccccn2)C(=O)N2CCc3c([nH]c4cc(-c5ccco5)ccc34)[C@]12C
27. CCOC(=O)C(O)(NC(=O)c1cccnc1)C(F)(F)F (configuration not stated)
28. O=C(NCc1cc(C(F)(F)F)cc(C(F)(F)F)c1)C1CC(c2cccc([N+](=O)[O-])c2)=NO1 (configuration not stated)
29. CC(OC(=O)CNS(=O)(=O)/C=C/c1ccccc1)C(=O)Nc1ccc(S(=O)(=O)N2CCCC2)cc1 (configuration not stated)

Screen / compound no. | 22 | 23 | 24 | 25 | 26 | 27 | 28 | 29
HKDC1 inh | -7 | -1 | 3 | -13 | 2 | -6 | 1 | -1
SENP7 inh | 7 | 2 | 84* | -15 | -4 | 1 | 5 | 5
Apaf1 inhib | -12 | -4 | 0 | 6 | 20 | -3 | 8 | 1
SENP8 inh | 5 | -4 | 3 | -9 | nt | -7 | -11 | -1
UBC13 polyUb | 0 | 3 | 7 | -4 | nt | -2 | -2 | 3
Jurkat NFkB inh | -6 | 14 | -69 | -6 | nt | 4 | 18 | 2
697 NFkB inh | 1 | 4 | -59 | -8 | -7 | -56 | 3 | -6
Gli-Sufu block | 1 | 2 | -30 | -1 | -2 | 10 | 2 | -10

More compounds follow:
item	canonical_smiles	HKDC1 inh	SENP7 inh	Apaf1 inhib	SENP8 inh	UBC13 polyUb	Jurkat NFkB inh	697 NFkB inh	Gli-Sufu block
33	COc1ccc(NC(=O)Nc2cccc3c2O[C@H](CN(C)C(=O)Nc2ccc4c(c2)OCO4)[C@@H](C)CN([C@H](C)CO)C3=O)cc1	-3	1	7	-7	7	22	21	-11
34	COc1ccc(/C=C/C(=O)NCCCN2CCCCCC2)cc1	-2	6	14	0	16	-4	18	7
35	c1ccn2cc(CSC3=NCCS3)nc2c1	-4	-7	-9	0	3	-54	-34	9
36	CCOC(=O)c1sc(=NC(=O)c2cccc(OC)c2)n(C)c1C	-1	33	-16	-4	19	-106	-153	-70
37	C=CCn1c(=N)n(CC(O)COc2ccccc2OC)c2ccccc21 (configuration not stated)	-6	0	9	-6	17	-3	-25	7
38	O=C(Nc1ccccc1Cl)NC1(C(=O)N2CCC(O)CC2)CCCCC1	-5	1	-2	0	-3	-10	-4	24
39	COc1ccc(C2=NOC(c3nnc(-c4ccccc4)o3)C2)cc1 (configuration not stated)	-6	-9	-7	3	8	-6	6	-10
40	CC(=O)c1ccc(NC(=O)Nc2ccc3c(c2)nc(C)n3C)cc1	-2	6	-25	-3	17	-55	-39	-9
41	O=C1CC(C(=O)Nc2ccccc2)C2(CCCC2)O1 (configuration not stated)	-4	7	14	7	-9	1	6	-3
42	O=C(NCc1ccc2c(c1)OCO2)c1ccc(Br)cc1	-6	15	-1	-1	0	-5	-6	2
43	O=[N+]([O-])c1ccc(N2CCNCC2)cc1NCc1cccnc1	0	0	5	0	-26	2	8	13
44	CCOc1ncccc1C(=O)N1CCN(c2cc(Cl)ccc2C)CC1	0	0	11	-2	4	46	-1	51
45	Cc1cc2nc(C3CCCN(C(=S)Nc4ccccc4)C3)[nH]c2cc1C (configuration not stated)	-9	1	-22	-4	-5	15	4	0
46	CC(Nn1cnnc1)c1cc(Cl)ccc1O (configuration not stated)	-9	1	-1	-7	0	-8	-6	98*
47	O=c1c2ccccc2n2c(-c3ccc(F)cc3)nnc2n1Cc1ccccc1	-11	0	6	1	14	8	5	3
48	O=C(O)Cc1ccc(C(=O)c2ccc(Cl)cc2Cl)s1	-7	14	-1	-3	10	-7	15	-2
49	CC(C)COC(=O)NCCCOC(=O)Nc1ccccc1	-6	-6	6	-2	12	5	13	2
50	COc1ccc(-c2noc(CCCC(=O)Nc3ccc(C(N)=O)cc3)n2)cc1OC	-5	5	-12	9	1	9	9	4
51	CCOC(=O)N1CCC(N(C(=O)Nc2ccc(CC)cc2)C(C)CC)CC1 (configuration not stated)	5	6	-7	10	0	-35	-14	-8
52	O=Cc1ccc(OC2OCCOC2Oc2ccc(C=O)cc2)cc1 (configuration not stated)	10	-9	7	-9	-14	6	10	-9
53	CCOc1ccc2nc(NC(=O)CSc3cn[nH]n3)sc2c1	2	1	6	15	-8	-51	-98	-97
54	CN(C(=O)c1ccc(NC(=O)Cc2ccc(NC(=O)C3CCCN(C(=O)C4CCCCC4)C3)cc2)cc1)C1CC1 (configuration not stated)	-2	5	7	0	7	9	4	-3
55	c1csc(-c2ccn[nH]2)c1	-2	-13	0	-7	1	-1	1	5
56	O=C(CN1C(=O)NC2(CCCCCC2)C1=O)N1CCCCC1	-8	-9	-10	8	11	4	12	24
57	Cc1ccc(-c2cccc(C3CC=CC4C3C(=O)N(Cc3ccccc3)C4c3cc(C)ccc3F)c2)cc1 (configuration not stated)	-1	-9	20	-20	-33	16	-61	13
58	CCCCn1c(=O)c(CCC(=O)OCC(=O)NC(=O)NCCOC)nc2ccccc21	6	6	-5	5	13	0	3	2
59	N#CCCn1cc(C(=O)O)c(-c2cc3ccccc3o2)n1	-7	2	-29	0	-8	35	-30	-17
60	CN1CCN(C(=S)C(=O)NCc2ccccc2)CC1	-1	4	4	-2	-9	-13	20	10
61	CN(C)S(=O)(=O)N(CC(=O)N1CCOCC1)c1ccccc1	-16	5	-7	-5	-4	18	-6	1
62	CCOC(=O)c1c(C)[nH]c(C)c1C(=O)COC(=O)c1nc2nccc(C)n2n1	-1	1	0	-1	-14	-15	12	12
63	COc1cccc(N=Cc2c(O)n(-c3cccc(C)n3)c(=O)c3ccccc23)c1	3	5	-4	0	-12	2	3	5
